Compound activity from PubChem.
SARS 3CLpro inh: SARS-CoV 3CLpro protease inhibition. P0C6X7. recombinant SARS-CoV 3CLpro, quenched FRET peptide cleavage. inhibition, % at 6 µM. 0.14% of 290,000 active; in the data active = inhibition above about 12%
Y pestis TopoI: blocks Yersinia pestis topoisomerase I activity; AID 504884; activity, % at 10 µM; 0.064% of 360,000 active; Y. pestis Topo-I cleavage product accumulation, plate reader; in the data active = activity above about 50%, passing the limit was not always enough; inconclusive = no clear call, values can overlap the other calls; note: inactives centre near 2
Rv3671c inh: inhibits the M. tuberculosis serine protease Rv3671c. 0.048% of 320,000 active. AID 2606. inhibition, % at 5.96 µM; in the data active = inhibition above about 38%;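 note: extracellular domain of Rv3671c used as enzyme; 0% = enzyme with DMSO and 100% = no enzyme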
MazF activator: MazEF (E. coli) toxin RNase activation. P0AE70. FAM/BHQ RNA-DNA oligo cleavage fluorescence, 5 h. activation, % at 20 µM. 0.32% of 350,000 active. AID 504720; in the data active = activation above about 50%
TcdB GH inh: blocks C. difficile toxin B glycohydrolase activity | TcdB glycohydrolase enzymatic assay, plate reader | 0.24% of 350,000 active | inhibition, % at 9.99 µM | AID 652162 | P18177; in the data active = inhibition above about 10%
Vc quorum ag: quorum light induction in luxS cqsA deficient V. cholerae | V. cholerae BH1578 lux reporter, luminescence, 6 h | AID 588436 | activation, % at 18.7 µM | 0.16% of 350,000 active; in the data active = activation mostly above about 9.7%, no sharp cut-off; inconclusive = no clear call, values can overlap the other calls; inactive = mostly below about 3.7%; note: not every result past the cut was called active; inactives centre near 0; reference of the scale not given here
DUSP3 inh: inhibitors of human VHR1 phosphatase (DUSP3); recombinant VHR phosphatase, pNPP absorbance; 0.52% of 290,000 active; AID 1654; inhibition, % at 13.3 µM; in the data active = inhibition above about 50%; note: some compounds called inactive have numbers as strong as hits
Target sequence (P51452 whole entry, looked up): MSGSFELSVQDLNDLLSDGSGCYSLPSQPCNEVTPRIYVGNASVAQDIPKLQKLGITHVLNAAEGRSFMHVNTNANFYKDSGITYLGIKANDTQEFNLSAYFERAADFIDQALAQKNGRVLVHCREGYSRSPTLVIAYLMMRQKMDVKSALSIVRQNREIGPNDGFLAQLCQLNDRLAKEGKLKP
SSB-PriA inh: inhibitors of Klebsiella pneumoniae PriA binding to SSB C-terminal tail; AlphaScreen SSBct-PriA binding, biotinylated peptide; inhibition, % at 33 µM; 0.6% of 430,000 active; in the data active = inhibition mostly above about 37%, no sharp cut-off; inactive = mostly below about 20%;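 note: plate controls were negative control peptide for no effect and reference peptide for full effect; strong numbers were not always called active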
PfHsp40 rescue: rescue of PfHsp40-mediated yeast toxicity. S. cerevisiae expressing PfHsp40, growth rescue, ATP luminescence. 0.68% of 340,000 active. growth rescue, % at 12.5 µM. AID 504582; in the data active = growth rescue above about 28%, passing the limit was not always enough; inconclusive = no clear call, values can overlap the other calls;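 note: yeast W303a lacking pdr1 and pdr3 grown in galactose medium; growth measured after three days at 30 °C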
Anthrax LF prot: anthrax lethal factor protease inhibition. P15917. AID 588501. 0.12% of 360,000 active. inhibition, % at 10 µM. multiplex microsphere protease cleavage assay, LF; in the data active = inhibition above about 30%; inconclusive = no clear call, values can overlap the other calls; note: plate controls were buffer without enzyme for full effect and enzyme alone for no effect
Target sequence (P15917 whole entry, looked up): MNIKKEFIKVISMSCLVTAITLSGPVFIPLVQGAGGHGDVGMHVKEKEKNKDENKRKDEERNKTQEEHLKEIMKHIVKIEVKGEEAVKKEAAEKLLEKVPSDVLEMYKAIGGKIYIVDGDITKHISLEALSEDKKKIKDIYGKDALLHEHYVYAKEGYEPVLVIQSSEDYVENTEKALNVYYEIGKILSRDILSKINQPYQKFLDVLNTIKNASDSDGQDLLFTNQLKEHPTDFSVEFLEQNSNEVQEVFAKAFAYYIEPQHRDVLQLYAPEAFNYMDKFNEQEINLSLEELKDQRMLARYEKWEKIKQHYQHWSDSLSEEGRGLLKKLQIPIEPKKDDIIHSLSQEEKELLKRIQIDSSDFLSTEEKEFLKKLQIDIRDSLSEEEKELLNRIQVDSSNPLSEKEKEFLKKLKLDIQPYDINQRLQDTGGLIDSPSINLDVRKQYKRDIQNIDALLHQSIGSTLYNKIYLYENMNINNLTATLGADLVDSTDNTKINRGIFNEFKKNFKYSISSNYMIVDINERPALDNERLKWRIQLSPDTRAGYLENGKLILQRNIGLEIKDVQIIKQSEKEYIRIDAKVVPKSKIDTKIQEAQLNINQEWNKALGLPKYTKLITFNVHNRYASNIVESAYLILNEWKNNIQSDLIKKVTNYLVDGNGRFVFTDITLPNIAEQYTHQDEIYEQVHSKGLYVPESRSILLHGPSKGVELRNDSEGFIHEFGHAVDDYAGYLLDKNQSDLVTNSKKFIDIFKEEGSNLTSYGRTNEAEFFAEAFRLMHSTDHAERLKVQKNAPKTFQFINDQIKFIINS
Numbers without * were called inactive; i = inactive; ? = inconclusive; . = no result given; & = joins results of further samples.

SMILES	SARS 3CLpro inh	Y pestis TopoI	Rv3671c inh	MazF activator	TcdB GH inh	Vc quorum ag	DUSP3 inh	SSB-PriA inh	PfHsp40 rescue	Anthrax LF prot
COc1ccc(COCCN2CCN(S(=O)(=O)c3ccc(C)cc3)CCC2=O)cc1	0	.	1	2	0.6	.	11	-13	.	.
Cc1nn(-c2ccncc2)c2c1C(=O)CC(C)(C)C2Br (stereo not drawn)	.	4	.	-1	-0.9	i	.	5	3.6	0
O=C(NCc1cccnc1)c1cc(C2CCCCN2C(=O)c2cccs2)on1 (stereo not drawn)	.	1	.	.	3.8	i	.	.	.	-1
CCOC(=O)C1CCN(C(=O)c2n[nH]c(=O)c3ccccc23)CC1	-4	4	-4	0	.	.	33	-17	-0.3	0
Oc1ccc(Br)cc1CN1CCN(c2ccccc2)CC1	-1	-4	-3	2	.	-0.4	10	-19	4.5	-4
COc1ccc(N2C(=O)CC(Sc3nc4c(cc3C#N)CCC4)C2=O)cc1 (stereo not drawn)	-1	5	-2	4	-1.4	i	2	-6	0.3	-1
Cc1ccc(N2C(=O)C3C4C=CC(CNC(=S)N5CCN(c6cccc(C)c6)C(C)C5)(O4)C3C2=O)cc1 (stereo not drawn)	-2	-9	-3	-20	1.2	-0.5	16	-1	2.5	.
O=C(Nc1ccc2c(c1)C(=O)OC2)c1ccc(Cl)cc1	0	5	-11	6	1.0	-0.4	10	-2	0.4	-2
CCC(C)N(C(=O)Cn1cnc2c1c(=O)n(C)c(=O)n2C)C1CCS(=O)(=O)C1 (stereo not drawn)	.	-8	3	2	-0.3	2.4	.	-6	-0.9	-1
Cc1c(N2C(=O)/C(=C/C3CC=CCC3)SC2=S)c(=O)n(-c2ccccc2)n1C (stereo not drawn)	3	10	9	0	-0.4	i	-8	-6	.	1
O=C(Oc1cccnc1)c1ccco1	0	4	3	15	.	-7.9	-4	-2	-1.3	-2
CC(C)NC(=O)N(C)C[C@H]1Oc2ccc(NC(=O)CCC(F)(F)F)cc2C(=O)N([C@H](C)CO)C[C@@H]1C	.	-5	1	0	0.0&-0.1&-1.1	i	.	-16	-2.2	2
CC(C)CCNC(=O)C(c1cccnc1)N(Cc1ccccc1)C(=O)Cn1nnc2ccccc21 (stereo not drawn)	1	4	10	10	.	-0.8	.	-15	2.0	0
N#CC1=C(N)OC2=C(C(=O)CCC2)C1CCc1ccccc1 (stereo not drawn)	5	-3	-6	-2	.	4.5	-10	-10	-1.3	-4
COC(=O)c1sccc1NS(=O)(=O)c1ccccc1[N+](=O)[O-]	.	3	.	5	1.1	i	.	-1	0.8	-1
O=C(CSc1nc2ccccc2c(=O)n1CCC(=O)N1CCCCC1)NCc1ccccc1	-2	35	-6	-2	.	i	9	2	0.7	-2
COc1ccc(C2=NS(=O)(=O)N(C)C(C(=O)N3C(C)CCCC3C)=C2)cc1 (stereo not drawn)	-5	11	1	11	0.5	i	13	1	2.4	2
CCc1cc(C(N)=S)ccn1	1	1&3	0&-2	5&0	1.7&-0.8	-7.4	12	1	-1.3&0.8	0&-3
CC(=O)OC1CCC2(C)C3CCC4(C)C(OC(C)=O)CCC4C3C(C)C2(O)C1 (stereo not drawn)	.	10	.	11	0.4	i	.	-3	1.0	4
CCCc1cc(=O)oc2cc(C)cc(OC(=O)c3ccco3)c12	1	1	66*	16	0.8	-13	-6	7	-0.7	-2
S=C(NCc1ccccc1)Nc1cccc2ccccc12	4	1	1	5	0.8	-0.5	28	0	0.1	-4
Cc1cc(Cl)ccc1NC(=S)NCc1ccco1	3	8	13	-4	1.9	-0.2	-8	6	0.0	0
Cc1cc(OC(=O)N2CCCCC2)cc(C)c1Cl	-1	8	-4	6	.	2.9	7	-48	0.4	-4
CCn1nnnc1-c1ccc(OC)c(S(=O)(=O)Nc2ccccc2OC)c1	.	-7	.	9	0.7	i	.	.	.	-8
CC(=O)COc1nc2c(c(-c3ccco3)c1C#N)CCc1ccccc1-2	1	.	-8	-11	.	.	24	-5	.	.
O=C(O)c1cc(-c2cccs2)nn1-c1ccccc1	3	6	3	-3	-0.6	-3.3	22	-9	1.4	-2
O=C(NC1CCCCCC1)C(=S)NC1CCCCC1	-4	-3	-1	3	-0.3	-0.4	41	-15	0.6	0
O=C(c1ccccn1)N1CCN(S(=O)(=O)c2ccc3ccccc3c2)CC1	-2	7	4	8	-2.0	-0.5	-4	-3	-1.2	-1
O=P(O)(O)C(O)C(F)(F)C(F)(F)C(F)(F)C(F)F (stereo not drawn)	-2	4	-1	-2	.	-0.4	13	1&-5	-0.7	2
Cc1ccccc1NC(=S)NCCc1ccccc1	1	2	0	0	.	-3.7	-4	-1	-0.1	2
Cc1ccc(-c2ccccc2NC(=O)C2C3C=CC(C3)C2C(=O)O)o1 (stereo not drawn)	2	7	1	7	.	i	20	3	-0.7	3
CC(C)C(NC(=O)c1c(F)cccc1F)C(=O)NC1CC(C)(C)NC(C)(C)C1 (stereo not drawn)	-2	1	4	7	1.0	-0.3	1	6	1.6	-3
CCCOc1ccc(C=Nc2ccc(OC)c(S(=O)(=O)N3CCOCC3)c2)c(O)c1	.	-6	-9	1	1.3	-1.5	.	5	-0.1	-12
C=CCN(CC=C)Cc1ccc(C(=O)OC)o1	-3	-2	8	7	.	0.6	13	-9	-1.6	-2
N#Cc1ccc2nc3c(nc2c1)CCCC3	0	-2	1	6	-0.5	i	10	-1	-0.6	-7
O=C1CCCN1CCCNS(=O)(=O)c1ccc(F)cc1F	6	1	5	-3	1.5	i	5	5	-1.7	-3
O=S(=O)(c1ccccc1)C1CON(Cc2ccccc2)C1c1ccccc1 (stereo not drawn)	0	-5	-12	-4	0.3	-0.2	-6	-17	-0.3	7
COc1ccccc1OCC(=O)NCCS(=O)(=O)N1CCN(c2ccccc2)CC1	.	22	-4	-13	-0.5	-0.6	.	-28	-0.5	?
Cc1ccn2cc(C(=O)NC3CCN(Cc4ccccc4)CC3)nc2c1	-1	4	-3	-9	0.4	17	8	-9	1.2	-6
COC(C[C@@H]1O[C@@H]1[C@H](O)[C@H](C)OCc1ccccc1)OC	.	1	.	2	1.6	i	-8	-5	-0.7	1
Cn1c(SCC(=O)Nc2ccc(NC(=O)c3ccccc3F)cc2)nnc1-c1ccncc1	-2	-1	-13	-2	.	-2.2	42	-18	0.4	-4
COc1ccc(NC(=O)CNC(=O)c2nn(-c3ccc(OC)c(OC)c3)c(=O)c3ccccc23)c(OC)c1	5	31	3	13	-0.2	-0.3	36	-12	3.4	2
CC(=N[C@@H]1CCCC[C@H]1N=C(C)c1ccccc1O)c1ccccc1O	-1	-1	-5	3	-0.4	-0.5	8	-10	-0.5	-3
COc1ccc(CCN2C(=S)N(C)C(=O)C2CC(=O)Nc2ccc(F)cc2)cc1 (stereo not drawn)	4	0	-16	-15	0.7	-0.8	-15	-13	.	.
CCOC(=O)c1cc(-c2csc(Nc3c(C)cc(C)cc3C)n2)on1	6	6	-1	-13	1.2	-0.7	16	-8	0.3	.
COCCNC(=O)C(c1cccs1)N(C(=O)Cn1nnc2ccccc21)c1ccc(OC)cc1 (stereo not drawn)	10	9	6	1	.	i	-14	2	-0.3	0
COc1ccc(OCCC(=O)N2CCOCC2)cc1	6	0	-3	5	0.9	0.0	30	-10	-0.2	-3
O=C(Nc1ccc(-n2cnnn2)cc1)c1cc(S(=O)(=O)N2CCCC2)ccc1Cl	.	12	.	-6	-7.4	i	.	6	-0.1	-1
O=C1C=C(NCc2ccco2)CC(c2ccc(Cl)cc2)C1 (stereo not drawn)	2	-4	6	6	.	i	17	-5	0.3	-2
Cc1cc(Nc2ncc(Cl)cc2Cl)n(-c2ccccn2)n1	2	9	.	-13	0.6	i	2	-2	-1.9	-1
COC(=O)CSc1[nH]c2ccc(Br)cc2c1[N+](=O)[O-]	-1	6	-3	0	-1.0	0.4	13	0	1.2	2
O=C(c1ccc(CNS(=O)(=O)c2ccc(Br)cc2)cc1)N1CCCCC1	-3	22	-6	-13	2.2	-8.5	-18	-2	-0.9	-2
CN(C)c1nc(N)c([N+](=O)[O-])c(NCCO)n1	-1	1	-3	13	0.8	-0.2	-13	-6	0.5	3
Cc1csc(NC(=O)c2ccc(COc3ccccc3)o2)n1	7	4	-4	2	1.5	-0.5	12	-1	-2.0	0
CCOc1ccc(OCC)c(NC(=O)CCSCCc2ccccn2)c1	4	14	1	-4	0.7	0.1	7	11	-0.4	-3
N/C(=N\OC(=O)CCC1CCCC1)c1cccc([N+](=O)[O-])c1	3	9	1	11	2.7	-1.1	39	.	-0.9	-2
COc1ccc(C(=O)NC2CC2)cc1OC1CCN(Cc2ccc(F)c(F)c2)CC1	1	10	10	2	0.3	-0.3	19	-4	-1.1	-3
COc1ccccc1N1CCN(C(=O)C2CCCN(S(=O)(=O)c3ccc4c(c3)CCCN4C(C)=O)C2)CC1 (stereo not drawn)	-8	36	-9	10	1.1	0.0	20	-2	0.2	1
CN1C(=O)Cc2cc(S(=O)(=O)N3CCN(c4ccccc4F)CC3)ccc21	2	4	-7	4	2.4	-13	18	1	0.9	2
CC(C)N(C(=O)COC(=O)c1ccccc1C(=O)N1CCN(c2ccc(F)cc2)CC1)C(C)C	0	19	-4	6	.	-0.5	21	-13	0.4	1
COc1ccccc1OCCSc1nc(C)c(Cc2ccccc2)c(=O)[nH]1	-3	.	-3	5	.	.	9	1	.	.

Shown as a markdown table: entries from further up
| SMILES | SARS 3CLpro inh | Y pestis TopoI | Rv3671c inh | MazF activator | TcdB GH inh | Vc quorum ag | DUSP3 inh | SSB-PriA inh | PfHsp40 rescue | Anthrax LF prot |
| --- | --- | --- | --- | --- | --- | --- | --- | --- | --- | --- |
| Cn1c(SCC(=O)Nc2ccc(NC(=O)c3ccccc3F)cc2)nnc1-c1ccncc1 | -2 | -1 | -13 | -2 | . | -2.2 | 42 | -18 | 0.4 | -4 |
| COc1ccc(NC(=O)CNC(=O)c2nn(-c3ccc(OC)c(OC)c3)c(=O)c3ccccc23)c(OC)c1 | 5 | 31 | 3 | 13 | -0.2 | -0.3 | 36 | -12 | 3.4 | 2 |
| CC(=N[C@@H]1CCCC[C@H]1N=C(C)c1ccccc1O)c1ccccc1O | -1 | -1 | -5 | 3 | -0.4 | -0.5 | 8 | -10 | -0.5 | -3 |
| COc1ccc(CCN2C(=S)N(C)C(=O)C2CC(=O)Nc2ccc(F)cc2)cc1 (stereo not drawn) | 4 | 0 | -16 | -15 | 0.7 | -0.8 | -15 | -13 | . | . |
| CCOC(=O)c1cc(-c2csc(Nc3c(C)cc(C)cc3C)n2)on1 | 6 | 6 | -1 | -13 | 1.2 | -0.7 | 16 | -8 | 0.3 | . |
| COCCNC(=O)C(c1cccs1)N(C(=O)Cn1nnc2ccccc21)c1ccc(OC)cc1 (stereo not drawn) | 10 | 9 | 6 | 1 | . | i | -14 | 2 | -0.3 | 0 |
| COc1ccc(OCCC(=O)N2CCOCC2)cc1 | 6 | 0 | -3 | 5 | 0.9 | 0.0 | 30 | -10 | -0.2 | -3 |
| O=C(Nc1ccc(-n2cnnn2)cc1)c1cc(S(=O)(=O)N2CCCC2)ccc1Cl | . | 12 | . | -6 | -7.4 | i | . | 6 | -0.1 | -1 |
| O=C1C=C(NCc2ccco2)CC(c2ccc(Cl)cc2)C1 (stereo not drawn) | 2 | -4 | 6 | 6 | . | i | 17 | -5 | 0.3 | -2 |
| Cc1cc(Nc2ncc(Cl)cc2Cl)n(-c2ccccn2)n1 | 2 | 9 | . | -13 | 0.6 | i | 2 | -2 | -1.9 | -1 |
| COC(=O)CSc1[nH]c2ccc(Br)cc2c1[N+](=O)[O-] | -1 | 6 | -3 | 0 | -1.0 | 0.4 | 13 | 0 | 1.2 | 2 |

An excerpt, so the mix of outcomes need not match the whole.
